Screening results from PubChem BioAssay.
IL2 activator – activates IL-2 in a cell-based reporter assay; IL-2 activation reporter assay, cell-based qHTS; stimulated with anti-CD3/CD4/CD28 beads; in transgenic mouse T cells; activation, % (series mostly up to about 46 µM); 360,000 tested, 0.065% active; in the data active means activation above about 50%; inconclusive means mostly about 30% to 49%; further: 0% is about no effect
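Unstimulated transgenic mouse T cells; 60-min compound exposure; bead-based TCR/CD4/CD28 stimulation; 18 h culture, 37 degrees C; dual fluorescence (EGFP, DsRed) plate cytometry.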
PLK1 PBD inh – blocks phosphopeptide binding to human PLK1 polo-box domain; P53350; Plk1 PBD binding of FITC phosphopeptide, fluorescence polarization; Potency, µM, for the others: max response, negative = inhibition, usual class: inhibitors; AID 720504; 360,000 tested, 2.8% active; further: potency means the concentration at half of the fitted maximal effect; series mostly up to about 57 µM; on the % scale 0 is the no-effect control and ±100 the full control effect; nearly all actives have a fitted effect of over 65% in size
DRD3 antagonist – antagonists of human D3 dopamine receptor. P35462. D3R cells, DiscoveRx beta-arrestin luminescence, antagonist mode; active compounds read low. max response, negative = inhibition, %. 360,000 tested, 2.5% active. AID 652054; in the data active means max response below about -50%; inconclusive means no clear call, values can overlap the other calls; further: on the % scale 0 is the no-effect control and ±100 the full control effect; mostly tested at two doses, the higher about 12 µM
Target sequence (P35462 whole entry, looked up): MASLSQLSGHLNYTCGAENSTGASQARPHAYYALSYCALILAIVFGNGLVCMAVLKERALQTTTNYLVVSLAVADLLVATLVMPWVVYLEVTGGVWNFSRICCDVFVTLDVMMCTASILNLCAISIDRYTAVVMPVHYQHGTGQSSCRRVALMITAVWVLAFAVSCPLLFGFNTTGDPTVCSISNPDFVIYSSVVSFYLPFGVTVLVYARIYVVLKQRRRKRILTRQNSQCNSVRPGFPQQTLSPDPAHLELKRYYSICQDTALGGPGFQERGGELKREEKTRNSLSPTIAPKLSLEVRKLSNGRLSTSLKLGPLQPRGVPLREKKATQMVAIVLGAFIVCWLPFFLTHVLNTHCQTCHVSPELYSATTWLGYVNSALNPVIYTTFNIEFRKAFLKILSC
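Cells expressing the human receptor were seeded at 1500 cells/well, incubated overnight at 37 degrees C in 5% CO2, then exposed to library compounds with dopamine controls for 90 minutes at 37 degrees C before luminescent detection.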
PI5P4Ka inh – inhibitors of human PI5P4K alpha. PI5P4Kalpha enzyme, ADP-Glo luminescence, 60 min; active compounds read low. max response, %. 330,000 tested, 1.2% active; active means max response of -50% or lower; inconclusive means between -30% and -50%; inactive means -30% or higher; further: value at the top dose of about 77 µM; on the % scale 0 is the no-effect control and ±100 the full control effect
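Enzyme plus substrate dispensed, test compounds pinned in, then ATP (5 microM final) added. After 60 min at RT, ADP-Glo reagent 1 for 45 min and reagent 2 for 30 min preceded luminescence imaging.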
WRN helicase inh – WRN helicase (human) inhibition; Q14191; WRN helicase unwinding, fluorescent forked duplex, kinetic; Potency, µM (series often up to 114 µM), for inactives: at the top dose activity change, negative = inhibition, hits mostly inhibitors; 360,000 tested, 0.46% active; further: potency means the concentration at half of the fitted maximal effect; on the % scale 0 is the no-effect control and ±100 the full control effect; nearly all actives have a fitted effect of over 55% in size
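Screening of the MLSMR collection measured strand separation of a quenched forked DNA duplex (100 nM) by 20 nM WRN with 2 mM ATP, all final. Compounds were preincubated with enzyme 15 min at room temperature.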
D3 ag – activates the human D3 dopamine receptor; max activation, %; AID 652048; P35462; 410,000 tested, 0.58% active; D3R DiscoveRx beta-arrestin cells, luminescence, 90 min; in the data active means max activation above about 30%; further: 0% is about no effect; mostly tested at two doses, the higher about 12 µM
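Cells at 1500/well, incubated overnight, then treated with pinned compounds (dopamine as control) for 90 min at 37 degrees C. DiscoveRx reagent added for 30 - 60 minutes at room temperature; luminescence read.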
GLP1R inv ag – GLP-1 receptor (human) inverse agonism; HEK293 GLP-1R CRE-luciferase, luminescence, 24 h; GLP-1R form is constitutively active; 410,000 tested, 1.6% active; Potency, µM (titrated, usually from 38.3 µM), for inactives: top-dose activity change, negative = inhibition, usual class: inhibitors; further: potency means the concentration at half of the fitted maximal effect; on the % scale 0 is the no-effect control and ±100 the full control effect; nearly all actives have a fitted effect of over 55% in size
Target sequence (P43220 whole entry, looked up): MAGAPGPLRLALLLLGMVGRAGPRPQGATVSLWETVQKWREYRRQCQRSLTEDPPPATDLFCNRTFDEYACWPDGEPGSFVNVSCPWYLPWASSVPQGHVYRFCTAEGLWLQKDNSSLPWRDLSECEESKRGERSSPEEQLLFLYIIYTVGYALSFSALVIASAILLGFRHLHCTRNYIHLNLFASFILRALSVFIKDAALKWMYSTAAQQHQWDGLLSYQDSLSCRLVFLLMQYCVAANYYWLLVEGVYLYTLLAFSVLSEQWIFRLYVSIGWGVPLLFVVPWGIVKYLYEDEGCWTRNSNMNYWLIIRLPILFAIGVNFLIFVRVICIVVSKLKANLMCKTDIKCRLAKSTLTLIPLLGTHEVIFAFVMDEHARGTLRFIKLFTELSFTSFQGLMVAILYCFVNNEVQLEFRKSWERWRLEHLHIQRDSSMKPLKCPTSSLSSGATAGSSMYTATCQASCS
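qHTS in 1536-well format: reporter HEK293 cells expressing constitutive GLP-1R activity in DMEM + 10% Nu serum, 24 hr with compounds at 37 deg C, luminescence read after 12 min with detection reagent.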
GLP1R cytotox – cytotoxic in the GLP-1 receptor inverse agonist counter-screen. 410,000 tested, 0.13% active. HEK293 cAMP-luciferase reporter cells, luminescence, 24 h. Potency, µM (highest dose often 38.3 µM), for inactives: at the top dose activity change, negative = inhibition, actives largely listed as inhibitors;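 further: loss of luciferase light is scored as toxicity; potency means the concentration at half of the fitted maximal effect; on the % scale 0 is the no-effect control and ±100 the full control effect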
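Step one: seed cells (200 cells/uL, DMEM with 10% Nu serum, 1% pen-strep). Step two: 12-hour incubation at 37 deg C. Step three: pin 23 nL compound, incubate 24 hr. Step four: add luciferase reagent, read luminescence 12 min later.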
GLP-1R agonist – activates the human GLP-1 receptor | HEK293 GLP-1R CRE-luciferase, luminescence, 4-6 h; cells express a hypersensitive GLP-1R form | 380,000 tested, 0.007% active | Potency, µM (highest dose often 45.6 µM), inactives show top-dose activation, hits mostly activators | P43220; further: potency means the concentration at half of the fitted maximal effect; % of control where 0% means no effect
An asterisk follows results filed as active; ? = inconclusive; . = not tested or not shown; [ ] = another dose, or the depositor's remark. Unless noted, the call rests on the fitted dose curve; in most records, active means well fitted curve in the direction sought with a large enough effect; inconclusive means small, poorly fitted or top-dose-only effect, or another doubt; inactive means no such curve, though single readings can be large; an effect the other way counts as inactive or inconclusive.

SMILES,IL2 activator,PLK1 PBD inh,DRD3 antagonist,PI5P4Ka inh,GLP1R cytotox,GLP1R inv ag,D3 ag,WRN helicase inh,GLP-1R agonist
COCCNC(=O)c1sc2ncn(CC(=O)N3CCCCC3)c(=O)c2c1C,-1.7,3.4µM*,-27,?,-1%,8%,-2,-17%,30%
Cc1ccc(S(=O)(=O)CNC(=O)c2ccccc2)cc1,-2.1,-18%,13,1,-9%,-2%,-7,0%,-4%
O=C(CCN=C1NS(=O)(=O)c2ccccc21)OCc1ccccc1,-5.8,-7%,-20,2,-2%,6%,-17,-5%,0%
Cc1csc(SCC(=O)Nc2nnc(C)s2)n1,0.1,-21%,-10,-1,-4%,1%,-5,-3%,11%
O=C(c1cc2ccccc2o1)N1CCN(c2ncccn2)CC1,-0.8,-1%,4,-6,-1%,41%[activator],19,10%,21%
O=C(O)c1ccc2c(c1)[C@@H]1C=CC[C@@H]1[C@H](c1ccccn1)N2,-1.7,?,-21,.,-4%,18%,1,35µM*,0%
Cc1cc(S(=O)(=O)N2CCN(c3ccccn3)CC2)c(C)cc1Cl,-0.3,-7%,-18,6,21%,?,-6,-5%,8%
Cc1cccc(-c2cnc(C(O)c3ccc(F)c(C)c3)[nH]2)c1 (stereo unspecified),-0.6,-14%,-7,2,7%,-17%,-8,-5%,-1%
O=c1ccc2ccc(OCCOc3cccc(Cl)c3)cc2o1,-2.8,-3%,-7,17,8%,-11%,5,-15%,?
CCOc1ccc(-c2nc3scc(-c4cccs4)c3c(=O)[nH]2)cc1,1.3,2%,9,25,3%,3%,5,-4%,0%
CC(C)(C)NC(=O)c1nn2c(C(F)(F)F)cc(-c3ccccc3)nc2c1Br,1.9,-1%,-22,-10,3%,3%,2,0%,0%
Cc1ccc(S(=O)(=O)Cn2nnnc2CN2CCN(C(=O)c3ccco3)CC2)cc1,-0.3,-13%,2,-8,-9%,1%,0,12%[57.1 µM],-6%
Oc1ccc(Br)cc1CN1CCCCCCC1,-3.2,-1%,?,.,3%,-7%,-29,-1%,6%
COc1ccc(CC(=O)N2CCc3cc(OC)c(OC)cc3C2COc2ccc(F)cc2)cc1OC (stereo unspecified),.,.,.,.,1%,27%,2,.,10%
CCN(CC)c1ccc(S(=O)(=O)N2CCOCC2)cc1NC(=O)CSc1cccc[n+]1[O-],1.0,?,5,12,1%,16%,-3,-1%,20%
OCCN(Cc1ccccc1)CC(O)COc1ccc(-c2ccccc2)cc1 (stereo unspecified),-0.2,1%,19,18,?,?,-6,-16%,-7%
O=C(COC(=O)CCS(=O)(=O)c1ccccc1)NNC(=O)c1ccc([N+](=O)[O-])cc1,0.1,-8%,0,1,0%,-5%,-8,9%,-7%
COc1ccc(NC(=O)c2cc(S(=O)(=O)N3CCS(=O)(=O)CC3)ccc2Cl)cc1,0.7,-1%,64,1,7%,2%,6,-18%,-2%
O=C(Oc1ccc(C(=S)N2CCOCC2)cc1)c1cccc([N+](=O)[O-])c1,0.9,?,-1,-5,7%,7%,-3,2%,1%
COc1cccc(C(=O)NCC(=O)N/N=C/c2cn[nH]c2-c2ccccc2)c1,-4.1,-3%,16,-7,-7%,?,3,-6%,17%
CC(C)[C@H](NC(=O)c1ccccc1)C(=O)OCC(=O)Nc1ncc(Cl)cc1Cl,-5.1,5%,12,2,-8%,-11%,8,-4%,-1%
Cc1ccc(Cc2c(C)nc3nc(SCC(=O)NCCN4CCOCC4)nn3c2C)cc1,-1.6,-9%,-16,.,2%,-7%,-7,-1%,7%
Cc1cc(S(=O)(=O)NCC2CCCO2)c(C)cc1Br (stereo unspecified),-0.2,3%,14,-1,-12%,-6%,4,-2%,-2%
O=S(=O)(Nc1ccc(Cc2ccncc2)cc1)c1ccc(Cl)c(Cl)c1,2.0,-7%,7,.,10µM*,-1%,-4,-21%,1%
Cc1cc(Cl)nc(Cl)c1C(=O)NCCc1ccccc1,-0.3,3%,6,-6,0%,15%,-4,1%,1%
CN(C)c1cccc(NC(=O)C2Cc3c(-c4cccnc4)ccnc3O2)c1 (stereo unspecified),-0.5,-17%,-11,-28,2%,13%,-11,-5%,20%
CCc1nc(C)cc(N)c1OCc1ccccc1,0.1,-3%,11,11,-11%,-17%,1,1%,-8%
O=C(CCc1nnc2ccc(N3CCC4(CC3)OCCO4)nn12)N1CCCCC1,-1.8,-9%,12,0,-16%,5%,4,5%,-2%
CCOC(=O)c1cc(C(=O)NN)c(=O)[nH]c1C,3.2,5%,2,3,0%,19%,-4,-2%,-3%
COC(=O)CNC(=O)c1ccc(OC2CCN(C(=O)C3CC3)CC2)cc1,-1.2,-1%,7,-5,2%,14%,0,2%,4%

Looked up above.
O=c1ccc2ccc(OCCOc3cccc(Cl)c3)cc2o1 in IL2 activator: -2.8
Cc1ccc(S(=O)(=O)CNC(=O)c2ccccc2)cc1 in PI5P4Ka inh: 1

Later entries
SMILES,IL2 activator,PLK1 PBD inh,DRD3 antagonist,PI5P4Ka inh,GLP1R cytotox,GLP1R inv ag,D3 ag,WRN helicase inh,GLP-1R agonist
C=COCCNC(=O)C1CC(=O)N(c2ccc(C)cc2)C1 (stereo unspecified),-1.1,-3%,11,.,-6%,1%,-4,4%,4%
CCCc1nnc(NC(=O)Cn2cnc3ccccc3c2=O)s1,-0.7,-5%,-14,.,-22%,2%,0,-13%,2%
Cc1noc(C)c1CCC(=O)Nc1cc(Cl)ccc1C(=O)O,-2.2,-5%,-19,-10,8%,-6%,-3,11%,-7%
C[C@H]1COC(=O)[C@@H](Cc2ccc(F)cc2)CC/C=C\C[C@H](CC(=O)NCCO)C(=O)N1,-4.5,-13%,1,2,0%,9%,-8,-8%,1%
S=C(NCCC1=CCCCC1)NCc1ccco1,1.3,-15%,-3,-7,?,?,3,1%,7%
CC(=O)c1cccc(NC(=O)c2cc(-c3ccc(F)cc3)on2)c1,-3.4,-12%,-12,.,17%,0%,-28,4%,6%
CC(C)(C)c1ccc(C(=O)Nc2ccccc2Cl)cc1,-0.2,-7%,-13,19,10%,?,-7,-4%,-2%
COC(=O)C1=C(C(=O)OC)[C@@H]2N(C)c3ccccc3[C@@]23C[C@@H](C(=O)OC)N(C(=O)c2ccco2)C3=N1,0.7,0%,6,4,-5%,1%,15,3%,-2%
COc1ccc([C@H]2CC(=O)C=C(c3c(OC)cccc3OC)C2)cc1,0.6,-6%,-15,2,-22%,?,-44,-7%,20%
CCCC(=O)NC(Nc1ccc(S(=O)(=O)Nc2ncccn2)cc1)(C(=O)OCC)C(F)(F)F (stereo unspecified),0.0,-5%,-5,1,-1%,1%,0,4%,0%
CC(C)c1ccc(N(CC(=O)O)S(=O)(=O)c2cccnc2)cc1,-0.4,27µM*,11,1,-9%,1%,1,-13%,-1%
COc1cccc(CN2CCN(Cc3ccc(O)c(OC)c3)CC2CCO)c1 (stereo unspecified),-3.8,-7%,-19,6,9%,-14%,-14,9%,4%
O=C(CSc1nc(-c2ccccc2)cc(C(F)(F)F)n1)c1cccc([N+](=O)[O-])c1,-0.6,-3%,-3,4,-14%,?,-2,-15%,-2%
CN(C(=O)COC(=O)c1cc(S(=O)(=O)N(C)C)ccc1Cl)C1CCS(=O)(=O)C1 (stereo unspecified),-1.6,-3%,26,-1,-1%,1%,8,9%,-4%
O=C1CCCN1CCCNCC(=O)N1c2ccccc2Sc2ccccc21,-0.6,-6%,-53*,-1,-5%,0%,-3,-2%,2%
CSc1ccccc1OCc1cc(C(=O)NCc2ccc(C)s2)no1,-1.6,-2%,-21,-9,-1%,-4%,-19,-20%,0%
COc1cccc(C(=O)COC(=O)CCC(=O)NC2CCCCC2)c1,-3.3,-7%,8,2,3%,5%,-3,6%,-9%
CCCN1C(=O)/C(=C/c2ccc(OCc3ccc(C(=O)O)cc3)c(OC)c2)NC1=S,-0.3,-24%,8,0,-13%,3%,-1,-31%,1%
CCOC(=O)Cc1csc(NC(=O)Nc2ccccc2)n1,0.4,0%,20,-4,-2%,-30%,0,-13%[57.1 µM],-7%
O=C(NC1CCCN(c2ccc(C(F)(F)F)cn2)C1)c1cc(Cl)ccc1F (stereo unspecified),-2.8,-2%,-21,11,-10%,-15%,-22,-34%,23%
COCCN1CCN(Cc2nc(C3(c4ccc(C)cc4)CCCC3)no2)CC1,-0.9,-19%,-54*,-6,6%,-24%,-15,-4%,-6%
COc1ccc(CNC(=O)C2(CC3CC(c4ccccc4)=NO3)CCN(C(=O)C3CCCC3)CC2)cc1 (stereo unspecified),-0.3,3%,0,0,8%,3%,1,-3%,-1%
Cc1cccc(-n2ccc(=O)c(C(=O)Nc3ccc(S(=O)(=O)Nc4nccs4)cc3)n2)c1,-4.8,-8%,-11,?,-26%,48%[activator],-1,6%[11.6 µM],0%
COc1ccc(C2NC(=S)NC(C)=C2C(=O)Nc2ccccn2)cc1 (stereo unspecified),1.5,-5%,3,0,-12%,2%,7,1%,-2%
O=C(Nc1ccc(C(=O)N2CCCCC2)cc1)C1CCCCC1,-2.3,0%,-15,.,2%,0%,2,7%,-5%
CCOC(=O)c1ccc(NC(=O)c2cc(S(=O)(=O)N3CCOCC3)cn2C)cc1,-1.6,4%,16,3,-11%,8%,7,-5%,4%
COc1ccc(-c2nnc(SCC(=O)NC3CCCc4ccccc43)n2N)cc1 (stereo unspecified),-0.1,-22%,?,7,-1%,-5%,-8,-6%,-10%
CCOc1cc2[nH]c(=O)n(Cc3ccc(C(=O)NCCCN4CCCC4=O)cc3)c(=O)c2cc1OCC,1.8,-11%,6,1,-6%[0.307 µM],-1%[0.307 µM],1,-6%,5%
Cc1ccc2cc(C)c(N3CCC(C)CC3)nc2c1,-0.4,-2%,-12,0,2%,-22%,6,-10%,5%
